Rab2A wt mod – changes GTP binding to wildtype dog Rab2A, up or down; P61105; GST-Rab2 wt beads, Bodipy-GTP binding, flow cytometry; GTP binding activity, % at 10 µM; 190,000 compounds, 0.19% hits; AID 760;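 active means GTP binding activity at least 20 points away from 100%, either lowered or raised; inconclusive means signal likely due to the compound's own green fluorescence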;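 further: 0% = beads with excess unlabeled GTP and 100% = no-compound control corrected for plate trend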
HRas wt GTP bind – modulators of GTP binding to human HRas wildtype; P01112; GST-Ras wt beads, Bodipy-FL-GTP binding, flow cytometry; actives lie on both sides; GTP binding activity, % at 10 µM; 190,000 compounds, 0.14% hits; AID 759;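 active means GTP binding activity at least 20% away from the 100% baseline, either lowered as inhibitor or raised as activator; inconclusive means flagged as likely green fluorescent, judged across all proteins in the well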;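 further: 0% = unlabeled GTP competition control and 100% = no-compound control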
Target sequence (P01112 whole entry, looked up): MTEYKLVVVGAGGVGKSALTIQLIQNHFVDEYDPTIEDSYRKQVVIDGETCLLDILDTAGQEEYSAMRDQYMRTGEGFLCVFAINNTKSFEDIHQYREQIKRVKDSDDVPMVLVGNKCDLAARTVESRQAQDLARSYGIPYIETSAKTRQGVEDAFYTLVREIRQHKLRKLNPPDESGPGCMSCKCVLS
Avidin bead fluor – avidin bead compound fluorescence profile. AID 1775. fluorescence (KMESF) at 10 µM. 220,000 compounds, 0.38% hits. Avidin beads, compound fluorescence 488/530 nm, flow cytometry; active compounds read high; in the data active means fluorescence above about 47; further: inactives centre near 10
Rac1 mut GTP – modulators of GTP binding to human Rac1 activated mutant; AID 764; percent activity (GTP binding), % at 10 µM; GST-Rac1 activated beads, fluorescent GTP binding, flow cytometry; actives lie on both sides; 100% means binding = to untreated wells; 190,000 compounds, 0.11% hits; P63000;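 active means GTP binding at least 20 percentage points away from the 100% baseline, in either direction, so actives lie on both sides; inconclusive means Compound likely fluorescent itself, or too few beads counted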
Mcl1-Noxa inh – Mcl-1/Noxa interaction inhibition; inhibition, % at 21.7 µM; 220,000 compounds, 1.5% hits; Q07820; AID 1022; TR-FRET Mcl-1/Noxa peptide binding, 2 h;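 active means compounds that cut the protein-peptide binding signal by more than 50% relative to plate controls in a single-dose test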;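 further: His-tagged Mcl-1 with rhodamine Noxa BH3 peptide and terbium anti-His antibody; 0% = Mcl-1 plus Noxa peptide wells and 100% = peptide-only wells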
Target sequence (Q07820 whole entry, looked up): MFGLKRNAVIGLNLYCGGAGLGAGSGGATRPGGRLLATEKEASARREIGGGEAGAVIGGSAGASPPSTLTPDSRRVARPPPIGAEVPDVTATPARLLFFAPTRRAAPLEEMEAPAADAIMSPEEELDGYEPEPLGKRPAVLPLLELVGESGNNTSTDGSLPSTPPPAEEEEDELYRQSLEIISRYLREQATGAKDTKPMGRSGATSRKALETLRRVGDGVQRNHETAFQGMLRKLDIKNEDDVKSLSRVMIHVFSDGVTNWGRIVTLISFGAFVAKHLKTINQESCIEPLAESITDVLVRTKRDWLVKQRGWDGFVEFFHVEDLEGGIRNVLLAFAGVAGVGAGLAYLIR
Rac1 wt GTP bind – alters GTP binding to wildtype human Rac1; P63000; GST-Rac1 beads, fluorescent GTP binding, flow cytometry; actives lie on both sides; 0 = cold GTP competed, 100 = untreated; 190,000 compounds, 0.27% hits; AID 757; GTP binding activity (% of control), % at 10 µM;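 active means GTP binding activity at least 20 points away from the 100% control level, either lower or higher; inconclusive means compound flagged as likely green fluorescent, judged across all proteins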
Pf gametocyte – P. falciparum stage V gametocyte viability inhibition. P. falciparum stage V gametocytes, ATP luminescence, 24 h. inhibition, % at 10.9 µM. 150,000 compounds, 0.065% hits;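 active means inhibition above the mean plus 3 SD of compounds within the control limits, set per campaign, cut at about 38% in these data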;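 further: 0% = DMSO wells and 100% = medium only without gametocytes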
Rab7 wt modul – dog Rab7 wildtype GTP binding, inhibitors and activators; GST-Rab7 beads, fluorescent GTP binding, flow cytometry; actives lie on both sides; untreated = 100%, excess cold GTP = 0%; GTP binding activity (percent of control), % at 10 µM; 190,000 compounds, 0.055% hits; AID 758;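 active means fluorescent GTP binding to Rab7 beads changed by at least 20 points from the 100% baseline, either direction, mostly lower; inconclusive means compound itself probably fluorescent, or too few beads counted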;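 further: median green fluorescence of bound Bodipy-FL-GTP per Rab7 bead population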
ABCG2 block – blocks JC-1 efflux by human ABCG2 transporter | IgMXP3 cells, flow cytometry | inhibition, % at 6.6 µM | 190,000 compounds, 0.1% hits | AID 1325;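 active means inhibition above 80%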;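 further: 0% = DMSO and 100% = nicardipine control wells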
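Read-out basis: Efflux inhibition in percent versus controls | Test system: ABCG2 IgMXP3 and barcoded ABCB1 CCRF-Adr cell mix | Quantity: 3 million cells/mL in well | Schedule: 10 min at 25 °C | Control set: Nicardipine as high control, DMSO as low control | Reagent: JC-1 as fluorescent efflux pump substrate | Signal: Flow cytometry of retained JC-1 fluorescence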
ABCB1 block – inhibitors of human ABCB1 transporter, ABCG2 counter-screen. P08183. CCRF-Adr cells, JC-1 efflux, flow cytometry. inhibition, % at 6.6 µM. 190,000 compounds, 0.067% hits; in the data active means inhibition above about 40%;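 further: 0% = vehicle and 100% = reference inhibitor; higher value means more JC-1 retained so stronger ABCB1 efflux block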
Cdc42 wt – changes GTP binding to wildtype human Cdc42; 190,000 compounds, 0.2% hits; percent activity (GTP binding), % at 10 µM; P60953; GST-Cdc42 beads, Bodipy-GTP binding, flow cytometry; actives lie on both sides; AID 761;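 active means percent activity GTP binding at least 20 points away from the 100% baseline, either down as inhibitor or up as activator; inconclusive means compound flagged as likely green fluorescent from well-wide comparison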;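 further: median bead fluorescence of bound Bodipy-FL-GTP at 100 nM; 0% = excess unlabeled GTP control and 100% = no compound control; below 100% means less GTP binding so inhibitor and above means activator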
Target sequence (P60953 whole entry, looked up): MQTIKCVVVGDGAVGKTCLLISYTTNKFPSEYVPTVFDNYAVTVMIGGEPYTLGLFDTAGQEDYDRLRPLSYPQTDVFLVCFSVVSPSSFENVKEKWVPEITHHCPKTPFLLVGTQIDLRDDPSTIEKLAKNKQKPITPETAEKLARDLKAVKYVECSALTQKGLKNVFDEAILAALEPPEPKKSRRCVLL
Numbers without * were called inactive; ? = inconclusive; · = not tested or not shown.

cpd | SMILES | Rab2A wt mod | HRas wt GTP bind | Avidin bead fluor | Rac1 mut GTP | Mcl1-Noxa inh | Rac1 wt GTP bind
1 | O=C(/C=C/c1ccc([N+](=O)[O-])cc1)Nc1ncc([N+](=O)[O-])s1 | 98 | 95 | 29 | 92 | 49 | 102
2 | CCNC(=S)N1CCCCC1CO (stereo not given) | 100 | 99 | 7 | 96 | -4 | 99
3 | CCC(=O)N1CC2(c3ccccc3)CN(C(=O)CC)CC(c3ccccc3)(C1)C2=O | 105 | 103 | 6 | 98 | -4 | 105
4 | CCOC(=O)CNC(=O)CSc1nc2sc(C)c(C)c2c(=O)n1C | 98 | 100 | 8 | 99 | -6 | 103
5 | O=C(NCc1cccnc1)C(=O)Nc1nc2ccccc2s1 | ? | ? | 11 | ? | 4 | ?
6 | CCn1cc(C(=O)NCC2COc3ccccc3O2)c2cc(OC)c(OC)cc2c1=O (stereo not given) | 97 | 96 | 3 | 96 | 0 | 96
7 | COc1cccc(CN(CC(=O)NCC2CCCO2)C(=O)CCC(=O)Nc2cc(C)on2)c1 (stereo not given) | 97 | 100 | 9 | 96 | 12 | 96
8 | CCOc1ccc(C(=O)CSc2nnc(N)s2)cc1 | 96 | 97 | 10 | 93 | · | 95
9 | Cc1oc(C(C)(C)C)cc1C(=O)Nc1ccc2c(c1)OCCO2 | 90 | 88 | 22 | 88 | 27 | 85
10 | Cc1ccc(CCCOC(=O)C[N+]2(C)CCCC2)cc1 | 96 | 98 | 6 | 99 | 4 | 105
11 | CSc1nc2sc3c(c2c(=O)n1C1CCCCC1)CCN(C)C3 | 109 | 109 | 13 | 99 | 37 | 117
12 | Cc1ccc(S(=O)(=O)C2(C(=O)O)CCCC2)cc1C | 97 | 99 | 17 | 96 | 21 | 99

cpd | Pf gametocyte | Rab7 wt modul | ABCG2 block | ABCB1 block | Cdc42 wt
1 | -34 | 104 | 3 | -0.5 | 97
2 | · | 103 | 2 | 0.8 | 99
3 | 6 | 105 | 2 | 1.2 | 105
4 | 17 | 98 | 8 | 1.1 | 104
5 | · | ? | 0 | 0.1 | ?
6 | 35 | 99 | 3 | 0.2 | 98
7 | · | 99 | 3 | 0.1 | 99
8 | · | 95 | 4 | 1.0 | 96
9 | · | 90 | 7 | 0.4 | 85
10 | · | 95 | 14 | 0.2 | 100
11 | · | 102 | 1 | 0.2 | 112
12 | 6 | 98 | 3 | 0.2 | 97

In a second layout: entries from further up.
Below each compound – Rab2A wt mod	HRas wt GTP bind	Avidin bead fluor	Rac1 mut GTP	Mcl1-Noxa inh	Rac1 wt GTP bind	Pf gametocyte	Rab7 wt modul	ABCG2 block	ABCB1 block	Cdc42 wt
4	CCOC(=O)CNC(=O)CSc1nc2sc(C)c(C)c2c(=O)n1C
 : 98	100	8	99	-6	103	17	98	8	1.1	104
5	O=C(NCc1cccnc1)C(=O)Nc1nc2ccccc2s1
 : ?	?	11	?	4	?	·	?	0	0.1	?
6	CCn1cc(C(=O)NCC2COc3ccccc3O2)c2cc(OC)c(OC)cc2c1=O (stereo not given)
 : 97	96	3	96	0	96	35	99	3	0.2	98

Next results:
cpd | SMILES | Rab2A wt mod | HRas wt GTP bind | Avidin bead fluor | Rac1 mut GTP | Mcl1-Noxa inh | Rac1 wt GTP bind
13 | Cc1sc2nc(CN3CCOCC3)nc(NS(=O)(=O)c3ccccc3)c2c1C | 102 | 105 | 10 | 99 | 8 | 104
14 | COc1ccc(Cc2nnc(SCc3c(C)noc3C)n2C2CCCCC2)cc1OC | 101 | 101 | 20 | 97 | 10 | 103
15 | COC(=O)N/N=C\c1ccc(-c2cc(Cl)c(Cl)cc2Cl)o1 | 101 | 103 | 6 | 100 | 4 | 105
16 | Cc1nn(C)cc1-c1n[nH]c(=S)n1-c1ccc(F)cc1 | 100 | 100 | 3 | 102 | 24 | 101
17 | COC(=O)c1ccc(COC(=O)c2ccc(S(=O)(=O)N3CCC(C)CC3)cc2)o1 | 99 | 100 | 23 | 100 | 8 | 103
18 | O=C(NC(=S)Nn1cnnc1)c1cccc(Br)c1 | 95 | 100 | 2 | 99 | 17 | 102
19 | COc1cc2c(cc1OC)CN(CC(=O)Nc1ccc(C)cc1)CC2 | 97 | 97 | 12 | 97 | 16 | 96
20 | CC(C)CNS(=O)(=O)c1cc(C(=O)N2CC(C)OC(C)C2)c(Cl)cc1Cl (stereo not given) | 103 | 104 | 7 | 101 | 11 | 102
21 | CN1CCCN(C(=O)/C=C/c2ccc(Cl)cc2Cl)CC1 | 100 | 99 | 12 | 96 | 20 | 98
22 | O=C(O)c1cc(-c2cc3ccccc3o2)nn1-c1ccccc1 | 92 | 92 | 11 | 93 | 9 | 91
23 | COc1ccccc1Nc1nc(N)nc(CSc2nnc(C)s2)n1 | 97 | 98 | 13 | 99 | -3 | 100
24 | Cc1sc(C(C2C(=O)CC(C)(C)CC2=O)C2C(=O)CC(C)(C)CC2=O)cc1[N+](=O)[O-] | 92 | 93 | 8 | 94 | 41 | 97

cpd | Pf gametocyte | Rab7 wt modul | ABCG2 block | ABCB1 block | Cdc42 wt
13 | -14 | 101 | 2 | 0.5 | 104
14 | · | 100 | 1 | 1.0 | 100
15 | · | 103 | 2 | 0.2 | 102
16 | 7 | 98 | 1 | 0.0 | 100
17 | 6 | 99 | 27 | 1.1 | 101
18 | · | 98 | -6 | -0.2 | 101
19 | · | 97 | 3 | 0.7 | 97
20 | 2 | 98 | 1 | 0.8 | 105
21 | -5 | 99 | -1 | -0.7 | 98
22 | 5 | 93 | 5 | 0.8 | 91
23 | 12 | 101 | 39 | 0.8 | 96
24 | · | 96 | 1 | 0.6 | 92

The list continues:
cpd | SMILES | Rab2A wt mod | HRas wt GTP bind | Avidin bead fluor | Rac1 mut GTP | Mcl1-Noxa inh | Rac1 wt GTP bind
25 | O=C(NCc1nc2ccccc2[nH]1)C1=C[C@@H](c2ccc(Br)cc2)C[C@@H](OCc2ccc(CO)cc2)O1 | 98 | 97 | 5 | 97 | -19 | 97
26 | COc1cc2ccccc2cc1-c1nnc(COc2ccccc2)o1 | 98 | 99 | 6 | 96 | -18 | 101
27 | O=C(Nc1ccn(Cc2ccccc2)n1)c1cccc(F)c1 | 99 | 99 | 21 | 97 | 5 | 102
28 | CCCCc1c(C)nc2ccc(Br)cc2c1SCCC#N | 97 | 99 | 27 | 98 | -9 | 103
29 | O=C(Nc1nnc(-c2ccccc2F)s1)Nc1ccccc1F | 99 | 100 | 13 | 98 | 8 | 102
30 | Cc1cc(C)c2nc(SCC(=O)Nc3ccc(S(=O)(=O)N4CCCC4)cc3)c(C)cc2c1 | 99 | 100 | 3 | 98 | -24 | 100
31 | COc1cc(NC(=O)c2ccccc2-c2ccccc2)cc(OC)c1 | 98 | 101 | 3 | 100 | 0 | 104
32 | CC(=O)NCCN1C(=O)C2C3c4ccccc4C(c4ccccc43)C2C1=O (stereo not given) | 100 | 102 | 22 | 99 | 5 | 101
33 | CCOC(=O)C1CCCN(Cc2cc(=O)oc3cc(C)ccc23)C1 (stereo not given) | 98 | 97 | 11 | 95 | 16 | 96
34 | Cc1cccc(C(=O)Nc2cc(=O)n(C)c(=O)n2C)c1 | 100 | 101 | 7 | 98 | 6 | 103
35 | CCOC(=O)c1c(-c2cccs2)csc1NC(=O)CNCCN1CCOCC1 | 98 | 98 | 11 | 93 | -25 | 100
36 | CCOC(=O)c1ccc(-c2c(C(=O)OCC)oc3cc(O)c(CC)cc3c2=O)o1 | 100 | 101 | 8 | 98 | 19 | 98

cpd | Pf gametocyte | Rab7 wt modul | ABCG2 block | ABCB1 block | Cdc42 wt
25 | · | 104 | 6 | 4.9 | 96
26 | · | 99 | 1 | 0.1 | 99
27 | -20 | 102 | 5 | 0.3 | 98
28 | · | 96 | 73 | 1.8 | 101
29 | -1 | 104 | 2 | 0.2 | 99
30 | 5 | 102 | 1 | 0.1 | 101
31 | 0 | 99 | 7 | 0.8 | 100
32 | -9 | 100 | 2 | 0.8 | 102
33 | -10 | 105 | 1 | 0.3 | 96
34 | · | 102 | 4 | 1.2 | 102
35 | · | 96 | 3 | 0.0 | 99
36 | -7 | 101 | 1 | 0.3 | 101

New compounds follow:
cpd | SMILES | Rab2A wt mod | HRas wt GTP bind | Avidin bead fluor | Rac1 mut GTP | Mcl1-Noxa inh | Rac1 wt GTP bind
37 | CCOC(=O)c1[nH]c2cc(OC)c(OC)cc2c1NC(=O)c1ccc2c(c1)OCO2 | 98 | 98 | 10 | 98 | 22 | 98
38 | O=C(/C=C/c1ccco1)Nc1sc2c(c1C(=O)O)CCC2 | 102 | 102 | 13 | 98 | 29 | 97
39 | COCC(C)n1c(C)cc(C(=O)COC(=O)CCc2nc3ccccc3c(=O)[nH]2)c1C (stereo not given) | 95 | 95 | 10 | 95 | 0 | 97
40 | O=C(NC1CCCCCC1)c1cc(S(=O)(=O)N2CCC3(CC2)OCCO3)ccc1F | 102 | 99 | 29 | 99 | 18 | 106
41 | c1cc2c(cn1)cnc1cscc12 | 99 | 100 | 7 | 101 | -4 | 102
42 | Cc1ccc(OCC(=O)N2CCN(C(=O)c3ccncc3)CC2)cc1 | 96 | 97 | 13 | 96 | 5 | 101
43 | Cc1[nH]n(-c2ncc(-c3ccccc3)s2)c(=O)c1C(c1ccc(Br)cc1)C(C#N)C#N (stereo not given) | 89 | 90 | 9 | 88 | 78* | 88
44 | O=C(CCNS(=O)(=O)c1cccc2nsnc12)NC1CCN(Cc2ccccc2)CC1 | 100 | 100 | 8 | 100 | -2 | 106
45 | O=Cc1c(Sc2ccccc2)nc2ccccn2c1=O | 101 | 105 | 13 | 96 | -12 | 114
46 | CCOC(=O)Nc1ccc([N+](=O)[O-])cc1C | 101 | 100 | 12 | 100 | -1 | 106
47 | O=C(CSc1nnnn1C1CCCCC1)NNC(=O)c1ccco1 | 101 | 99 | 21 | 98 | 31 | 100

cpd | Pf gametocyte | Rab7 wt modul | ABCG2 block | ABCB1 block | Cdc42 wt
37 | · | 98 | 45 | -2.1 | 97
38 | · | 97 | 1 | 0.2 | 100
39 | -8 | 96 | 4 | 0.5 | 94
40 | · | 99 | 3 | 1.0 | 102
41 | 9 | 99 | 2 | 0.1 | 100
42 | 8 | 96 | 1 | 0.0 | 98
43 | -17 | 90 | -3 | -0.6 | 87
44 | · | 98 | 1 | 0.1 | 100
45 | 2 | 103 | 0 | -0.3 | 105
46 | -6 | 103 | 36 | 0.0 | 106
47 | · | 105 | 1 | 0.7 | 100
